eIF4E-4G inh: eIF4E/eIF4G interaction inhibition in translation initiation; P63073+Q04637; TR-FRET eIF4E-eIF4GI(517-606) binding, 2 h; inhibition, % at 21.7 µM; 220,000 compounds, 0.37% hits;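 active = inhibition above about 30%, limit read from the data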;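 note: 0% = full FRET control wells and 100% = background wells lacking eIF4GI fragment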
Wee1 degr inh: inhibitors of human Wee1 degradation. P30291. HeLa Luc-Wee1K328M stability, luciferase luminescence; 100% = proteasome inhibitor MG132 effect. reporter increase, % at 5 µM. 220,000 compounds, 1.2% hits. AID 1321;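 active = activation above the mean of all tested compounds plus 3 SD, set per screening run, cut at about 8.8% in these data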;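 note: cells exposed to compound for 20 h before luminescence read; 0% = DMSO alone and 100% = MG132 at 30 µM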
S1P4 antag: human S1P4 receptor antagonism. O95977. S1P4-expressing cells, antagonist mode, reporter read-out. inhibition, % at 4.98 µM. 220,000 compounds, 0.26% hits. AID 1510; in the data active = inhibition above about 29%;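 note: 0% = wells stimulated with agonist and 100% = vehicle wells without agonist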
PERK inh: inhibitors of human PERK kinase | AID 1416 | CHO PERK-DD fusion, SEAP luminescence translation reporter | 220,000 compounds, 0.17% hits | inhibition, % at 5.6 µM;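 active = inhibition above the mean inhibition of all tested compounds plus 3 SD, set separately per screening campaign, cut at about 2.9% in these data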;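 note: PERK kinase domain activated by AP20187 dimerizer at 100 nM; 0% = DMSO with dimerizer and 100% = rapamycin at 8.4 µM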
MDM2 E3 inh: inhibitors of human Mdm2 E3 ubiquitin ligase; cell-based MDM2 ubiquitination luciferase reporter, 2 h; 0 = plate control, 100 = twice control, blank-subtracted; signal enhancement, % at 5 µM; Q00987; 210,000 compounds, 0.11% hits;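 active = signal enhancement of 30% or more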;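 note: luminescence tracks abundance of the self-degrading MDM2-luciferase fusion protein; higher signal means inhibition of MDM2 E3 ligase activity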
Target sequence (Q00987 whole entry, looked up, the tested form may be a part): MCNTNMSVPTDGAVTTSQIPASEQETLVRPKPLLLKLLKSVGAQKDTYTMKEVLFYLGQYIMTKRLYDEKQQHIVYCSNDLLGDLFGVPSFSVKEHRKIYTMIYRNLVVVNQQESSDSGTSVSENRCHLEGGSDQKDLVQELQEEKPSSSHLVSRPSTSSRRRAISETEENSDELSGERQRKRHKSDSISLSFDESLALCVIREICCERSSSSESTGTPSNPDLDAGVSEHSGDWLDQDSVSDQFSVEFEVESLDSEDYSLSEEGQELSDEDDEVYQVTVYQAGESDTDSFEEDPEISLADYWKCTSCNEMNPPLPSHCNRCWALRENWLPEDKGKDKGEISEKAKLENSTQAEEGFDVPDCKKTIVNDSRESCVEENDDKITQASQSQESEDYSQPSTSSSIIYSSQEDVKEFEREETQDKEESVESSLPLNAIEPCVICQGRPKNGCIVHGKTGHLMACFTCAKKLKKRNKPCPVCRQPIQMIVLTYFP
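test system = mammalian cells stably expressing self-ubiquitinating, self-degrading MDM2 E3–luciferase fusion | quantity = 2000 cells/well | incubation = cell settling 4 h, compound treatment 2 h, both 37 °C | signal = luminescence with SteadyLite reagent, 15 min at room temperature | evaluation = % enhancement relative to plate controls after blank subtraction | benchmarks = plate controls and plate blanks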
NPY2 pot ag: potentiators or agonists of human neuropeptide Y receptor Y2 | 220,000 compounds, 0.45% hits | cells expressing NPY-Y2, potentiator/agonist read-out | P49146 | activation, % at 3.6 µM; in the data active = activation above about 27%;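 note: cells stimulated with NPY near EC25 plus isoproterenol at EC100; 0% = vehicle plus submaximal agonist and 100% = vehicle plus saturating agonist; some results beyond the cut were filed as inactive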
Target sequence (P49146 whole entry, looked up): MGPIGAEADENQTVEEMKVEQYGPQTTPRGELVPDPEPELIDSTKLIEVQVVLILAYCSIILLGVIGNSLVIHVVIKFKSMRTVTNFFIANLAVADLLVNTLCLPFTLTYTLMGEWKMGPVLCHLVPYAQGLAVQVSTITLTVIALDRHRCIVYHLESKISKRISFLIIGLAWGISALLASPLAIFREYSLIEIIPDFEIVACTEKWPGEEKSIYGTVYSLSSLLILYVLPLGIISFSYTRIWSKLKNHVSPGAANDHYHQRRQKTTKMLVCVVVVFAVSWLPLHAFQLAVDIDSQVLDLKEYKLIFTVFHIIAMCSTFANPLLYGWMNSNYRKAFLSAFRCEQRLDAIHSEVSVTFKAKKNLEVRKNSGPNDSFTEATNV
S1P4 agonist: agonists of human S1P4 receptor. S1P4-expressing cell line, agonist reporter assay. activation, % at 4.98 µM. 220,000 compounds, 0.35% hits. AID 1509; in the data active = activation above about 11%;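 note: 0% = DMSO vehicle and 100% = reference agonist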
Ba/F3 V617F tox: lowers viability of Ba/F3 cells expressing EpoR and JAK2V617F; ATP luminescence; inhibition, % at 5.6 µM; 220,000 compounds, 1.1% hits; AID 1446;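 active = inhibition above the campaign mean plus 3 SD over all tested compounds, cut at about 24% in these data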;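 note: cytokine-independent growth of Ba/F3 cells driven by EpoR plus mutant JAK2; 0% = DMSO-treated cells and 100% = JAK inhibitor I control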
BaF3 parental: counter-screen for JAK2V617F inhibitors: parental Ba/F3 viability inhibitors; CellTiter-Glo ATP luminescence; inhibition, % at 5.6 µM; 220,000 compounds, 1.1% hits; AID 1486;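 active = inhibition above a per-campaign cutoff, the mean inhibition of all tested compounds plus 3 SD, cut at about 27% in these data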;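 note: 0% = DMSO wells and 100% = JAK Inhibitor I control wells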
* marks the source's active call; other numbers are inactive results; x = not tested or not shown; [ ] = dose if it differs, or a comment.

Preview, 18 compounds:
SMILES	eIF4E-4G inh	Wee1 degr inh	S1P4 antag	PERK inh	MDM2 E3 inh	NPY2 pot ag	S1P4 agonist	Ba/F3 V617F tox	BaF3 parental
O=C(CSC1=Nc2ccccc2C2=NC(CC(=O)NCc3ccco3)C(=O)N12)NCC1CCCO1 (centres undefined)	-1	-3	-7	0.7	-2	-11	0.3	5	9
CCCCC(=O)Nc1ccc(N2CCCC2)cc1	x	-2	-5	-0.2	x	-12	1.5	6	6
O=C1c2cccc(OCC(=O)N3CCCc4ccccc43)c2CCN1Cc1cccnc1	1	5	0	-0.8	-5	5	-0.3	3	10
COc1ccc(C(=O)c2sc3nc(-c4ccccc4)ccc3c2N)cc1OC	2[fluorescence artefact?]	-2	-16	0.1	-7	-13	-1.5	-2	-4
O=C(NCCc1ccccc1)c1ccc(Cl)c([N+](=O)[O-])c1	0	9.4*	-8	1.1	-15	13	1.2	-5	0
CCCOc1ccc(CCC(=O)N/N=C/c2ccco2)cc1	1	-1	6	0.5	-6	100*	-0.9	0	-5
COc1cccc(NC(=S)N(CCN(C)C)C(C)c2ccco2)c1 (centres undefined)	-2	1	-16	0.4	-12	0	-0.9	-1	3
Cc1ccc(/C(O)=C/C(=O)C(=O)NNC(=O)C(O)(c2ccccc2)c2ccccc2)cc1	1	-2	1	0.2	-3	-8	1.4	-2	1
N#Cc1ccccc1CN1C(=O)NC(Cc2c[nH]c3ccccc23)C1=O (centres undefined)	1	-2	14	1.1	-7	19	0.6	-2	-1
CNC(=O)Nc1ccc(S(N)(=O)=O)cc1	-1	5	5	-0.2	7	6	2.3	-3	-4
Cc1ccc(CSC2=Nc3ccccc3C3=NC(CCC(=O)NCc4ccco4)C(=O)N23)cc1 (centres undefined)	-10	2	4	-1.7	-18	-15	-0.8	7	7
CCCc1nnc(NC(=O)c2ccncc2)s1	-2	-3	9	1.1	-2	-5	0.8	-1	-1
CCc1ccc(/C(C)=N/Nc2cc(Cl)nc(C)n2)cc1	-1[fluorescence artefact?]	-1	-5	1.2	-3	-12	-2.0	-5	2
O=C(NNc1ccccc1[N+](=O)[O-])Nc1ccccc1	5	0	-1	0.0	-21	0	3.5	-4	0
CS(=O)(=O)CCC(C(=O)OCC(=O)c1ccc(Cl)cc1)N1C(=O)c2ccccc2C1=O (centres undefined)	-1	-1	-17	0.6	-15	-4	0.5	-2	7
O=C(NC(=S)Nc1ccccn1)c1ccco1	4[fluorescence artefact?]	3	5	-0.3	-16	7	-2.6	4	9
O=c1oc2c(CN3CCOCC3)c(O)ccc2c2c1CCCC2	1	-1	-31	-1.0	-5	-19	8.7	1	3
Cc1cc(/C=C2\C(=N)N3N=C(CC(=O)N4CCOCC4)SC3=NC2=O)c(C)n1Cc1ccccc1	1	0	1	1.3	-17	-17	1.8	1	2

The whole of this part, from the start:
SMILES	eIF4E-4G inh	Wee1 degr inh	S1P4 antag	PERK inh	MDM2 E3 inh	NPY2 pot ag	S1P4 agonist	Ba/F3 V617F tox	BaF3 parental
O=C(CSC1=Nc2ccccc2C2=NC(CC(=O)NCc3ccco3)C(=O)N12)NCC1CCCO1 (centres undefined)	-1	-3	-7	0.7	-2	-11	0.3	5	9
CCCCC(=O)Nc1ccc(N2CCCC2)cc1	x	-2	-5	-0.2	x	-12	1.5	6	6
O=C1c2cccc(OCC(=O)N3CCCc4ccccc43)c2CCN1Cc1cccnc1	1	5	0	-0.8	-5	5	-0.3	3	10
COc1ccc(C(=O)c2sc3nc(-c4ccccc4)ccc3c2N)cc1OC	2[fluorescence artefact?]	-2	-16	0.1	-7	-13	-1.5	-2	-4
O=C(NCCc1ccccc1)c1ccc(Cl)c([N+](=O)[O-])c1	0	9.4*	-8	1.1	-15	13	1.2	-5	0
CCCOc1ccc(CCC(=O)N/N=C/c2ccco2)cc1	1	-1	6	0.5	-6	100*	-0.9	0	-5
COc1cccc(NC(=S)N(CCN(C)C)C(C)c2ccco2)c1 (centres undefined)	-2	1	-16	0.4	-12	0	-0.9	-1	3
Cc1ccc(/C(O)=C/C(=O)C(=O)NNC(=O)C(O)(c2ccccc2)c2ccccc2)cc1	1	-2	1	0.2	-3	-8	1.4	-2	1
N#Cc1ccccc1CN1C(=O)NC(Cc2c[nH]c3ccccc23)C1=O (centres undefined)	1	-2	14	1.1	-7	19	0.6	-2	-1
CNC(=O)Nc1ccc(S(N)(=O)=O)cc1	-1	5	5	-0.2	7	6	2.3	-3	-4
Cc1ccc(CSC2=Nc3ccccc3C3=NC(CCC(=O)NCc4ccco4)C(=O)N23)cc1 (centres undefined)	-10	2	4	-1.7	-18	-15	-0.8	7	7
CCCc1nnc(NC(=O)c2ccncc2)s1	-2	-3	9	1.1	-2	-5	0.8	-1	-1
CCc1ccc(/C(C)=N/Nc2cc(Cl)nc(C)n2)cc1	-1[fluorescence artefact?]	-1	-5	1.2	-3	-12	-2.0	-5	2
O=C(NNc1ccccc1[N+](=O)[O-])Nc1ccccc1	5	0	-1	0.0	-21	0	3.5	-4	0
CS(=O)(=O)CCC(C(=O)OCC(=O)c1ccc(Cl)cc1)N1C(=O)c2ccccc2C1=O (centres undefined)	-1	-1	-17	0.6	-15	-4	0.5	-2	7
O=C(NC(=S)Nc1ccccn1)c1ccco1	4[fluorescence artefact?]	3	5	-0.3	-16	7	-2.6	4	9
O=c1oc2c(CN3CCOCC3)c(O)ccc2c2c1CCCC2	1	-1	-31	-1.0	-5	-19	8.7	1	3
Cc1cc(/C=C2\C(=N)N3N=C(CC(=O)N4CCOCC4)SC3=NC2=O)c(C)n1Cc1ccccc1	1	0	1	1.3	-17	-17	1.8	1	2
S=c1[nH]nc(C2CCCCC2)n1Cc1ccccc1	-1	-1	-13	0.3	-7	5	-0.2	-4	4
O=C1O/C(=C/c2ccccc2)c2ccccc21	28	1	-19	-0.9	8	10	2.0	-3	3
Cc1cc(O)ccc1Nc1nc(-c2sc(N)nc2C)cs1	0[fluorescence artefact?]	-1	-15	0.5	17	11	0.9	3	4
CC(=O)N1CCc2cc(S(=O)(=O)NC3CCCc4ccccc43)ccc21 (centres undefined)	5	-4	-14	0.3	0	20	-0.7	-7	1
CCOP(=O)(OCC)c1nc(/C=C/c2ccccc2)oc1NCc1ccccc1	-3[fluorescence artefact?]	-2	0	-1.2	-16	2	1.4	3	6
O=C(O)CC(Cc1ccc(Cl)cc1)C(=O)Nc1ccc([N+](=O)[O-])cc1 (centres undefined)	3	-1	-26	0.9	-9	0	-0.7	-4	1
CCN1CCN(C(CNS(=O)(=O)c2ccc(OC)cc2)c2cccnc2)CC1 (centres undefined)	3	-3	-6	0.7	-37	1	-0.5	0	7
OCCN1C[C@H](O)[C@@H](O)[C@H](O)[C@H]1CO	0	1	-6	1.2	x	-7	0.6	-2	-4
Cc1cc(-c2ccccc2)nc(Oc2ccc(C(C)(C)C)cc2)c1S(C)(=O)=O	0[fluorescence artefact?]	-3	-4	0.3	-3	-21	0.4	-1	-3
CCOC(=O)c1c(NC(=O)c2cccnc2)sc(C)c1C	10	2	-4	-0.2	3	-5	0.4	-2	0
Cc1occc1-c1nnc(SCC(=O)O)n1-c1ccccc1	-8	-2	-9	0.7	x	1	0.0	-5	-8
Nc1cc(=O)[nH]c(SCC(=O)N2CCCc3ccccc32)n1	5	0	-4	0.8	-4	2	-1.0	-5	0
CC(C)C(OC(=O)c1nsc(Cl)c1Cl)C(=O)NC(C)(C)C (centres undefined)	-3	-1	2	0.1	-6	7	1.9	-1	4
O=C(NCc1ccccc1Cl)C1CC(=O)N(Cc2ccccc2)C1 (centres undefined)	0	-2	-10	1.1	-10	7	0.3	0	4
Cn1c(=O)c2c(ncn2CC(=O)Nc2nc(-c3ccccc3Cl)cs2)n(C)c1=O	2	-2	-25	0.4	x	9	0.1	-3	2
Cc1cc(C)nc(Nc2n[nH]c(-c3ccc(C(C)(C)C)cc3)n2)n1	3	-3	-21	-0.5	-5	1	4.2	-4	2
O=C(c1ccccc1O)N1CCOCC1	-7	-1	-2	0.7	-15	-25	-1.0	2	-4
CC(C)(C)NC(=O)NC(=O)COC(=O)c1cccc(F)c1	-6[fluorescence artefact?]	0	-11	-0.3	-10	15	3.6	-3	-1
O=C(C1CC1)N1CCc2cc(Br)cc(S(=O)(=O)NCCN3CCOCC3)c21	-1[fluorescence artefact?]	1	-15	-0.8	-9	-8	0.1	3	11
COc1ccc(-c2cc(C(F)(F)F)nc(SCC(=O)NCc3ccco3)n2)cc1OC	6	0	3	-1.4	-20	-4	-0.5	0	8
CCOC(=O)c1c(C)nc2c(C)cccn12	0[fluorescence artefact?]	-3	-13	1.9	3	10	1.8	-3	6
Cc1cc(C(=O)NC2CCCCC2)c2cc(F)ccc2n1	3	0	0	0.8	-5	-16	0.9	2	11
CN(C)C=NC(=O)c1cc(C(=O)c2ccc(C(C)(C)C)cc2)c[nH]1	3	0	8	-0.5	8	-4	-0.9	4	2
CC(C)NC(=S)NC(=O)c1ccc(Cl)cc1Cl	6	3	-11	0.3	-4	6	-0.4	-5	3
CC(C)N(CC#CCC1(O)c2ccccc2-c2ccccc21)CCO	-7	0	-8	-0.3	2	-17	2.4	2	2
CC1CCCC(NC(=O)COC(=O)c2ccccc2NC(=O)c2ccco2)C1C (centres undefined)	0	0	-10	-0.6	-14	-6	-1.2	-3	1
O=C(c1ccccc1)C1CN(Cc2ccccc2)CCC1(O)c1ccccc1 (centres undefined)	-3	5	-15	-0.5	6	-9	-0.1	1	3
CCC1(C)Cc2c(sc3[nH]c(=S)n(Cc4ccccc4)c(=O)c23)CO1 (centres undefined)	5	-1	-14	0.1	-22	14	-1.9	-2	3
CCOC(=O)C1CCCN(C(=O)c2cccs2)C1 (centres undefined)	5[fluorescence artefact?]	1	-9	1.8	-10	8	-0.8	-2	-4
CCCCN1C(=S)NC[C@@H]1Cc1ccccc1	1	-2	-21	0.9	x	-10	2.2	-2	0
COc1ccc(C(c2oc(CO)cc(=O)c2O)c2oc(CO)cc(=O)c2O)cc1OC	2	0	-10	1.9	0	-5	4.6	-3	2
COc1ccccc1-c1nnc(NC(=O)CSc2nncn2C)s1	6	4	-13	0.0	-36	-7	2.1	2	5
CCn1ncc(C2=NOC(C(=O)Nc3cccnc3)C2)c1C (centres undefined)	4	2	-17	0.7	1	9	1.1	-5	4
Cc1ccc(CS(=O)(=O)CCC(=O)NCCCOC(C)C)cc1	3	0	-1	-0.5	-24	-5	0.0	6	2
CCC(=O)N/C(=N/c1nc(C)cc(C)n1)Nc1ccccc1	-1	0	-8	-0.7	-66	-29	-0.6	-2	-1
Cc1sc2nc(CN3CCOCC3)nc(NS(=O)(=O)c3ccccc3)c2c1C	3	1	-19	-0.2	-13	6	1.2	-4	3

Bioassay records (PubChem BioAssay)
